CHT PAM – allosteric activators of human choline transporter CHT; 0.49% of 310,000 active; B-score at 10 µM; CHT-expressing cells, membrane potential dye, choline EC20; hits give high values; LV-AA mutant CHT in HEK293 cells; AID 488977;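 active = initial fluorescence not abnormally high and integrated response B-score, plate-corrected, over 3 SD above library mean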
Target sequence (Q9GZV3 whole entry, looked up): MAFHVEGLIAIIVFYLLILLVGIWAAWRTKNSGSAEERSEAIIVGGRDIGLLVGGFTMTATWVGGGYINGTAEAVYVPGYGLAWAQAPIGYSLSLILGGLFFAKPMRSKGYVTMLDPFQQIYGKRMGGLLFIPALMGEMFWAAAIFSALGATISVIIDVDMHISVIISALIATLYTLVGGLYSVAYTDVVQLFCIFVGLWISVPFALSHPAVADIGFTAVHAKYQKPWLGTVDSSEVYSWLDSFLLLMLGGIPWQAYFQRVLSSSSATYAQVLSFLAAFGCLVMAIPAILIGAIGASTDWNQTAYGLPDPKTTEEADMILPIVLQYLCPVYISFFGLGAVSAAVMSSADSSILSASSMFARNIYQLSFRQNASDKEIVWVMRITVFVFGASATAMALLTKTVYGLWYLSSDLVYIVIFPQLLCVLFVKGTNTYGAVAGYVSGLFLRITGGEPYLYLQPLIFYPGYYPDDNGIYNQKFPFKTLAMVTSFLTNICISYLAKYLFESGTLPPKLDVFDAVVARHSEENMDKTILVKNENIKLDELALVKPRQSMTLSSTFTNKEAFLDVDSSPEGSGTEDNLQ
CHT block – inhibits the human high affinity choline transporter. Q9GZV3. CHT-expressing cells, membrane potential dye, choline response; hits give low values. B-score at 10 µM. 0.86% of 310,000 active. AID 488975;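 active = B-score over 3 SD under the library average, and starting fluorescence ratio not unusually high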;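 note: choline stimulus applied at its EC90 after an EC20 pre-addition; B-score computed on integrated fluorescence ratio after choline addition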
The depositor's hits bear a star.

CCCNC(=S)N1CCC(NC(=O)c2ccc(OC)cc2)CC1 was read as CHT PAM inactive and CHT block inactive.
COCCCN(C(=S)NC(=O)c1ccc(C(C)(C)C)cc1)c1c(N)n(Cc2ccccc2)c(=O)[nH]c1=O was read as CHT PAM inactive and CHT block inactive.
For NS(=O)(=O)c1ccc(CCNC(=O)CC(NC(=O)c2ccccc2Cl)c2ccccc2)cc1 (stereo not given) the results were CHT PAM inactive and CHT block inactive.
Nc1c(C(=O)Nc2ccc3c(c2)OCCO3)nnn1Cc1cccc(Cl)c1 was read as CHT PAM inactive and CHT block inactive.
CCC(=O)NC(c1ccc(OC)cc1)c1cc(Cl)c2cccnc2c1O (stereo not given) was read as CHT PAM inactive and CHT block inactive.
Screening COc1cc(CNCC(C)C)c(Br)cc1OCC(=O)NCc1ccccc1 returned CHT PAM inactive and CHT block inactive.
O=C(CCn1c(=O)c2sccc2n(Cc2cc(=O)n3ccccc3n2)c1=O)NCc1ccco1 was read as CHT PAM inactive and CHT block inactive.
`COc1ccc(Nc2nc(NC(C)(C)C)nc(N3CCCC3)n2)c(OC)c1` gave CHT PAM inactive and CHT block inactive.
Screening CON(C)c1nc(NCC(C)C)nc(OCC#N)n1 returned CHT PAM inactive and CHT block inactive.
`Cn1c(=O)[nH]c(=O)c2c1nc(CN1CCN(c3cccc(Cl)c3)CC1)n2CCCc1ccccc1` gave CHT PAM inactive and CHT block inactive.
Screening Cc1nc(N(CCO)C2CCCCC2)c2nnn(Cc3ccccc3)c2n1 returned CHT PAM inactive and CHT block inactive.
O=C(Nc1ccccc1C(=O)O)c1cccc(C(=O)Nc2ccccc2C(=O)O)c1 was read as CHT PAM inactive and CHT block inactive.
For COc1cc(/C=N/NC(=O)CCC(=O)Nc2ccc(F)cc2)ccc1O the results were CHT PAM inactive and CHT block inactive.
For O=C(Nc1ccncc1)C1CCC(CNS(=O)(=O)c2cccc3nsnc23)CC1 (stereo not given) the results were CHT PAM inactive and CHT block inactive.
Screening CCOC(=O)c1cccnc1SCC(=O)N(CC)c1cccc(C)c1 returned CHT PAM inactive and CHT block inactive.
Screening Cc1cccc(OCCNC(=O)c2ccc(Oc3ccc(C(F)(F)F)cc3[N+](=O)[O-])cc2)c1 returned CHT PAM inactive and CHT block inactive.
`O=C(CCC(=O)N1CCCC1)Nc1nnc(C2CCCCC2)s1` gave CHT PAM inactive and CHT block inactive.
Cc1cccc(OCC(=O)Nc2cc(NC(=O)COc3cccc(C)c3C)cc(C(=O)O)c2)c1C was read as CHT PAM inactive and CHT block inactive.
NS(=O)(=O)c1ccc(-c2ccc(/C=C3\NC(=S)NC3=O)o2)cc1 was read as CHT PAM inactive and CHT block inactive.
Screening COc1cc(OC)cc(C(=O)NCC(=O)OCC(=O)c2cc(OC)ccc2OC)c1 returned CHT PAM inactive and CHT block inactive.

In the list so far, two contain fluorine:
For COc1cc(/C=N/NC(=O)CCC(=O)Nc2ccc(F)cc2)ccc1O the results were CHT PAM inactive and CHT block inactive.
Screening Cc1cccc(OCCNC(=O)c2ccc(Oc3ccc(C(F)(F)F)cc3[N+](=O)[O-])cc2)c1 returned CHT PAM inactive and CHT block inactive.

(more compounds)
Cc1ccc2cc(CN(c3ccc(C)c(C)c3)S(C)(=O)=O)c(=O)[nH]c2c1 was read as CHT PAM inactive and CHT block inactive.
CSc1nnc(SCC(=O)N(C)c2c(N)n(Cc3ccccc3)c(=O)[nH]c2=O)s1 was read as CHT PAM inactive and CHT block inactive.
`Cc1ccc(S(=O)(=O)N2CCN(C(=O)c3ccc(Br)o3)CC2)c(C)c1` gave CHT PAM inactive and CHT block inactive.
For Cc1c(C)c2c(c(C)c1O)CC[C@@](C)(CCC[C@H](C)CCC[C@H](C)CCCC(C)C)O2 the results were CHT PAM inactive and CHT block inactive.
`COC(=O)[C@H](CC(C)C)NCc1cccc(CN[C@@H](CC(C)C)C(=O)OC)c1` gave CHT PAM inactive and CHT block inactive.
O=C(NCc1ccccc1F)C1CCCN(C(=O)NC2CCCCC2)C1 (stereo not given) was read as CHT PAM inactive and CHT block inactive.
COc1ccc(S(=O)(=O)NC2CCCCC2)c(C)c1C was read as CHT PAM inactive and CHT block inactive.
`CC1CCC(C(=O)NC(C(=O)Nc2ccccn2)C(C)C)CC1` (stereo not given) gave CHT PAM inactive and CHT block inactive.
`O=C(N/N=C/c1ccc([N+](=O)[O-])s1)c1cccc(Br)c1` gave CHT PAM inactive and CHT block inactive.
For COc1cc(OC)cc(C(=O)Nn2cc(C(=O)Nc3ccc(F)cc3F)c3ccccc3c2=O)c1 the results were CHT PAM inactive and CHT block inactive.
COc1cc(CCC(=O)OCC(=O)Nc2ccc(F)c(F)c2F)cc(OC)c1OC was read as CHT PAM inactive and CHT block inactive.
Screening COc1ccc(CCNC(=O)c2ccc3nc(N4CCOCC4)sc3c2)cc1OC returned CHT PAM inactive and CHT block inactive.
For O=C1CN(C(=O)NCC(=O)N[C@@H](C(=O)O)c2ccccc2)c2ccccc2N1 the results were CHT PAM inactive and CHT block inactive.
Screening NC(=S)c1cnn2c(-c3cccc(C(F)(F)F)c3)ccnc12 returned CHT PAM inactive and CHT block inactive.
For CCOC(=O)c1c(C)[nH]c(C)c1S(=O)(=O)N(C)CC(=O)Nc1ccccc1F the results were CHT PAM inactive and CHT block inactive.
`CCOc1cc2[nH]c(=O)n(CCCC(=O)NCc3ccc(OC)cc3)c(=O)c2cc1OCC` gave CHT PAM inactive and CHT block inactive.
For CCC(C)NC(=O)Cc1ccc(-c2ccccc2)cc1 (stereo not given) the results were CHT PAM inactive and CHT block inactive.
`COc1cc2[nH]c(=O)n(CCC(=O)NC3CCCC3)c(=O)c2cc1OC` gave CHT PAM inactive and CHT block inactive.
For Cc1noc(C)c1CS(=O)(=O)c1ccc([N+](=O)[O-])cc1 the results were CHT PAM inactive and CHT block inactive.
For Cc1ccc(S(=O)(=O)N(C(=O)c2ccncc2)c2ccc(OC(=O)c3ccncc3)c3ccccc23)c(C)c1 the results were CHT PAM inactive and CHT block inactive.
CCN(CC(=O)Nc1cccc(OC)c1)CC(=O)Nc1ccc(Br)c(C)c1 was read as CHT PAM inactive and CHT block inactive.
Cc1ccc(NC(=O)CC(=O)Nc2ccc(C)cc2C)c(C)c1 was read as CHT PAM inactive and CHT block inactive.
c1ccc(CNc2ccc3ccccc3n2)nc1 was read as CHT PAM inactive and CHT block inactive.
`COc1ccc(F)c(-c2nc(CN3CCC(c4ccccc4)CC3)c(C)o2)c1` gave CHT PAM inactive and CHT block inactive.
For CC1CCCC(NC(=O)C2CC(=O)N(Cc3ccccc3)C2)C1C (stereo not given) the results were CHT PAM inactive and CHT block inactive.
Screening O=c1ccc(NS(=O)(=O)c2ccc(Cl)cc2)cn1Cc1ccc(Cl)c(Cl)c1 returned CHT PAM inactive and CHT block inactive.
Screening O=C(NC(Cc1c[nH]c2ccccc12)C(=O)O)c1cccs1 (stereo not given) returned CHT PAM inactive and CHT block inactive.
For COC(=O)CCCC1=CC2=CC(=O)C(C)(OC(=O)c3cccs3)C(=O)C2=CN1CC(C)C (stereo not given) the results were CHT PAM inactive and CHT block inactive.
`CCOc1ccccc1NC(=O)Nc1cc(OC)ccc1OC` gave CHT PAM inactive and CHT block inactive.
`CCOC(=O)CSc1nnc(-c2ccco2)n1-c1ccc(C)cc1` gave CHT PAM inactive and CHT block inactive.

Structures listed so far that contain a CF3 group (two):
Screening Cc1cccc(OCCNC(=O)c2ccc(Oc3ccc(C(F)(F)F)cc3[N+](=O)[O-])cc2)c1 returned CHT PAM inactive and CHT block inactive.
Screening NC(=S)c1cnn2c(-c3cccc(C(F)(F)F)c3)ccnc12 returned CHT PAM inactive and CHT block inactive.

Remaining list, next part
`COc1ccc(S(=O)(=O)N2CCN(C(=S)NCCc3ccccc3)CC2)cc1` gave CHT PAM inactive and CHT block inactive.
COc1cc(NC(=O)CSc2nccc(C)n2)c(C)cc1[N+](=O)[O-] was read as CHT PAM inactive and CHT block inactive.
Screening FC(F)(F)c1cnc(Oc2ccc(-c3nnco3)cc2)c(Cl)c1 returned CHT PAM inactive and CHT block inactive.
Screening Cc1ccc2cc(/C=N/NC(=O)[C@@H]3CCCN3)c(Cl)nc2c1 returned CHT PAM inactive and CHT block inactive.
COc1ccc(CC(=O)N/N=C/c2cccn2-c2ccc([N+](=O)[O-])cc2)cc1OC was read as CHT PAM inactive and CHT block inactive.
`O=C(O)c1cccnc1SCC(=O)N1CCCc2ccccc21` gave CHT PAM inactive and CHT block inactive.
O=c1[nH]c(-c2ccccc2)c(-c2ccccc2)o1 was read as CHT PAM inactive and CHT block inactive.
CN1C(=O)/C(=C/c2cn(CC(=O)N3CCCCC3)c3ccccc23)NC1=S was read as CHT PAM inactive and CHT block inactive.
`C[C@@H](CN1C(=O)C(=O)NC[C@@H]1C)NC(=O)CC12CC3CC(CC(C3)C1)C2` gave CHT PAM inactive and CHT block inactive.
For COc1nc(N/N=C/c2ccc(-c3ccccc3[N+](=O)[O-])o2)nc(N2CCOCC2)n1 the results were CHT PAM inactive and CHT block inactive.
`COC(=O)c1sc(NC(=O)CSc2nnnn2-c2ccc(C)cc2C)nc1C` gave CHT PAM inactive and CHT block inactive.
`O=C(c1ccco1)N1CCN(S(=O)(=O)c2cccc(Cl)c2)CC1` gave CHT PAM inactive and CHT block inactive.
For Cn1c(NC(=O)C2CCCC2)cc(=O)n(C)c1=O the results were CHT PAM inactive and CHT block inactive.
`Cc1ccc(NC(=O)CSc2nnnn2-c2cccnc2)c(C)c1` gave CHT PAM inactive and CHT block inactive.
O=C(CSc1nnc(Cc2ccccc2)o1)N1CCc2ccccc21 was read as CHT PAM inactive and CHT block inactive.
Screening Cc1nc(C)c(/C(O)=C/c2nc3ccc([N+](=O)[O-])cc3oc2=O)o1 returned CHT PAM inactive and CHT block inactive.
O=C(CN1CCN(c2ccc(F)cc2)CC1)Nc1ccc(-n2cnnn2)cc1 was read as CHT PAM inactive and CHT block inactive.
`c1cc(CNCC2CCCO2)ccn1` (stereo not given) gave CHT PAM inactive and CHT block inactive.
`COc1ccc(-c2csc(NS(=O)(=O)c3ccc([N+](=O)[O-])cc3)n2)cc1` gave CHT PAM inactive and CHT block inactive.
`COc1ccc(Cc2nc3ccc(C(=O)NCCn4ccnc4C)cc3o2)cc1OC` gave CHT PAM inactive and CHT block inactive.

Reprinted at random: 2 compounds from above
`COC(=O)c1sc(NC(=O)CSc2nnnn2-c2ccc(C)cc2C)nc1C` gave CHT PAM inactive and CHT block inactive.
Screening Cc1nc(C)c(/C(O)=C/c2nc3ccc([N+](=O)[O-])cc3oc2=O)o1 returned CHT PAM inactive and CHT block inactive.

Further entries follow:
For c1ccc(CCn2nnnc2CN2CCCc3ccccc32)cc1 the results were CHT PAM 7.3* and CHT block inactive.
Cc1ccc2nc(NC(=O)CSc3nc4ccccc4o3)sc2c1 was read as CHT PAM inactive and CHT block inactive.
`CCOC(=O)Nc1sc(NS(=O)(=O)c2ccc(C)cc2)nc1C` gave CHT PAM inactive and CHT block inactive.
Screening Cc1csc2ncnc(N3CCN(S(=O)(=O)c4cccc(C(F)(F)F)c4)CC3)c12 returned CHT PAM inactive and CHT block inactive.
`O=C(NCc1ccco1)c1cccnc1Cl` gave CHT PAM inactive and CHT block inactive.
`Cc1cc(C)cc(NC(=O)c2ccc(CNc3c(N4CCOCC4)c(=O)c3=O)cc2)c1` gave CHT PAM inactive and CHT block inactive.
`Cc1cc(/C=N/Nc2ccc([N+](=O)[O-])cn2)c(C)n1-c1cccc(C(=O)O)c1` gave CHT PAM inactive and CHT block inactive.
Screening COC(=O)c1cc(C#N)c(=O)[nH]c1C returned CHT PAM inactive and CHT block inactive.
For COc1ccc(CCN=C2SCC(=O)N2Cc2ccccc2)cc1OC the results were CHT PAM inactive and CHT block inactive.
For O=C1OC(Nc2ccccn2)c2ccccc21 (stereo not given) the results were CHT PAM inactive and CHT block inactive.
COc1ccc(N(CC(=O)Nc2cc(C)ccc2C)S(=O)(=O)c2c(C)noc2C)cc1 was read as CHT PAM inactive and CHT block inactive.
For Cc1cnc(C(=O)NNC(=O)c2ccc(Br)cc2)cn1 the results were CHT PAM inactive and CHT block inactive.
For NS(=O)(=O)c1ccc(CCNC(=O)c2cc(-c3ccccn3)nc3ccc(Br)cc23)cc1 the results were CHT PAM inactive and CHT block inactive.
For CC(C)(Cc1ccc(O)cc1)NC(=O)CC(=O)N/N=C/c1ccc(Cl)cc1 the results were CHT PAM inactive and CHT block inactive.

In the list so far, these contain an aryl thioether with sulfur outside any ring.
Screening CCOC(=O)c1cccnc1SCC(=O)N(CC)c1cccc(C)c1 returned CHT PAM inactive and CHT block inactive.
CSc1nnc(SCC(=O)N(C)c2c(N)n(Cc3ccccc3)c(=O)[nH]c2=O)s1 was read as CHT PAM inactive and CHT block inactive.
`CCOC(=O)CSc1nnc(-c2ccco2)n1-c1ccc(C)cc1` gave CHT PAM inactive and CHT block inactive.
COc1cc(NC(=O)CSc2nccc(C)n2)c(C)cc1[N+](=O)[O-] was read as CHT PAM inactive and CHT block inactive.
`O=C(O)c1cccnc1SCC(=O)N1CCCc2ccccc21` gave CHT PAM inactive and CHT block inactive.
`COC(=O)c1sc(NC(=O)CSc2nnnn2-c2ccc(C)cc2C)nc1C` gave CHT PAM inactive and CHT block inactive.
`Cc1ccc(NC(=O)CSc2nnnn2-c2cccnc2)c(C)c1` gave CHT PAM inactive and CHT block inactive.
O=C(CSc1nnc(Cc2ccccc2)o1)N1CCc2ccccc21 was read as CHT PAM inactive and CHT block inactive.
Cc1ccc2nc(NC(=O)CSc3nc4ccccc4o3)sc2c1 was read as CHT PAM inactive and CHT block inactive.

Outcome played no part in choosing rows; overall some 1.5% were active at least once.
